Screens: PubChem BioAssay, Icahn School of Medicine at Mount Sinai
RBX1-CUL1 inh = human ROC1-CUL1 E3 ligase inhibition; inhibition, % at 10 µM; actives 0.6% (n = 140,000); in vitro K48 di-Ub FRET, acceptor:donor ratio, 45 min; in the data active means inhibition above about 25%
Target sequence (P62877 whole entry, looked up): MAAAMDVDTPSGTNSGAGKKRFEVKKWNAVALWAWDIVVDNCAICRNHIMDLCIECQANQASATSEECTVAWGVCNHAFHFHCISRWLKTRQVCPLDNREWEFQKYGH
Target sequence (Q13616 whole entry, looked up): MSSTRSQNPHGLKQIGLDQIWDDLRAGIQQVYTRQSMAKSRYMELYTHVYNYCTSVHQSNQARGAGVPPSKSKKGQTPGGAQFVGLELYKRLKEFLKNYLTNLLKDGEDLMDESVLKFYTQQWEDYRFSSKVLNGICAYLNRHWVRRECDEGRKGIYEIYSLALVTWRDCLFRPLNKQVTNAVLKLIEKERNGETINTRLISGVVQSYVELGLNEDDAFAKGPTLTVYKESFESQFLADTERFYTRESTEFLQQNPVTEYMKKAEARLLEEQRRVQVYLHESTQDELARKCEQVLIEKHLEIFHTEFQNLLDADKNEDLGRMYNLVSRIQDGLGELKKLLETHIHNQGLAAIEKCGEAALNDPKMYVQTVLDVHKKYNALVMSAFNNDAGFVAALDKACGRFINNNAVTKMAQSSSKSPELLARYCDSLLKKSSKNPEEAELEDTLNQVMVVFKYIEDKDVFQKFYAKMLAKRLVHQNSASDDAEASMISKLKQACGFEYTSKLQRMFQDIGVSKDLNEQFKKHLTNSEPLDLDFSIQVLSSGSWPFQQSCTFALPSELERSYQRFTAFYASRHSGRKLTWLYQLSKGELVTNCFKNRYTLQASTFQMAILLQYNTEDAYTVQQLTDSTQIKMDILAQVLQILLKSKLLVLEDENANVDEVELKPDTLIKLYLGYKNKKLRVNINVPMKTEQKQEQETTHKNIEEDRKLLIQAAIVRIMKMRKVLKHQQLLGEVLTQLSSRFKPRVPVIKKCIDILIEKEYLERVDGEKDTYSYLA
* = called active by the depositor; & = joins results of further samples. These rows are one share of the data; count on the stated rates, not on these rows.

SMILES	RBX1-CUL1 inh
CCC(CC)C(=O)Nc1ccc(Cl)c(Cl)c1	-11
COc1ccc(NC(=O)CSc2nc3ccccc3nc2N2CCOCC2)c(OC)c1	-5
COc1ccc(-n2c(SCC#N)nc3c(c2=O)C2(CCCC2)Cc2ccccc2-3)cc1	4
O=C(NCCCc1ccc(F)cc1)c1cc(CN2CCOCC2)on1	9
CCCCC(=O)Nc1ccc(NCc2cccc(OC)c2)cc1OC	-4
COc1ccc(CNC(=O)Cc2csc3nc(-c4ccc(F)cc4)cn23)cc1	1
CC(C)C(C(=O)O)N1C(=O)/C(=C/c2ccc(F)cc2)SC1=S (stereo not drawn)	15
CCn1nc(C)c(NC(=O)c2ccc(Cl)cc2)c1C	-2
Cc1ccc(S(=O)(=O)Oc2c(C)ccc3c2NC2Cc4ccccc4C32)cc1 (stereo not drawn)	-2
Cc1cc2nn(-c3ccc(F)cc3)nc2cc1NC(=O)c1cccc2ccccc12	-9
COc1ccccc1NC(=S)NCCc1ccc(F)cc1	5
O=C(Nc1ccc(N2CCN(Cc3ccccc3)CC2)cc1)c1ccc(Br)o1	3
CCCc1cc(C(=O)N2CCN(c3cccc(C)c3C)CC2)cs1	5
CCOC(=O)c1c(NC(=O)CSc2ccc(Cl)cc2)sc(C(=O)OC)c1C	-5
CCn1nc(C)c(CNC2CCN(c3ccc(NC(=O)CCCCc4ccccc4)cc3)CC2)c1C	-4
CCCCNC(=O)c1ccc(OC)c(C)c1	6
CCCCc1ccc(NC(=S)NCCCO)cc1	-1
CCN(Cc1nc(-c2ccc(OC)cc2)oc1C)S(=O)(=O)c1ccc(Cl)cc1	-4
Cc1cc(Cl)ccc1OCC(=O)N(Cc1sccc1C)C1CCS(=O)(=O)C1 (stereo not drawn)	3
COc1ccc(/C=C2\SC(=Nc3cccc(Cl)c3C)NC2=O)c(OC)c1	-1
Cc1ccc(NC(=O)CSc2nc(N)c(C#N)c(-c3cccs3)c2C#N)c(C)c1	-8
Cc1ccc2[nH]cc(C(c3ccccc3)c3ccc(C)s3)c2c1 (stereo not drawn)	-6
CC(C)CN1C(=O)c2cccc3cc(Br)cc(c23)C1=O	-2
CCN(CC)CCn1c2ccccc2c2nc3ccccc3nc21	7
CCOc1ccccc1C1CC(=O)Nc2c1c(=O)n(C)c(=O)n2C (stereo not drawn)	3
COC(=O)c1c(-c2ccc(Cl)cc2)noc1N1CCN(c2cccc(OC)c2)CC1	7
CCCCNC(=O)c1cc2n(n1)CCCN(Cc1ccc(C)cc1)C2=O	-5
O=C(Cc1ccc(F)cc1)NCCc1csc2nc(-c3ccccc3F)nn12	-3
Cc1ccc(NS(=O)(=O)c2cn(C)c(C)n2)c(Br)c1	7
Cc1ccc(OCCn2cc(C(=O)C3CCCCC3)c3ccccc32)cc1	1
CCOC(=O)c1ccc(-c2ccc(C3Nc4ccccc4C(=O)N3c3ccccc3OC)o2)cc1 (stereo not drawn)	-2
O=C(COc1nc2ccccc2s1)N1c2ccccc2Sc2ccccc21	-14
O=S(=O)(CC1CC1)c1ncc(CN2CCC(O)CC2)n1CC1CCCCC1	3
O=C1CC(C(=O)NC2CCCCC2)C2(CCCCC2)O1 (stereo not drawn)	-2
COc1ccc(C)cc1Nc1n[nH]c(C)c1[N+](=O)[O-]	8
CCC(CO)NC(=O)c1ccc(C)cc1 (stereo not drawn)	7
CCOC(=O)c1[nH]c(C)c(CCC(=O)Nc2cccc(C(F)(F)F)c2)c1C	-3
Cn1cc(P(=Nc2ccccc2)(N2CCOCC2)N2CCOCC2)c2ccccc21	3
COc1c(Cl)cc(Cl)cc1C(=O)Nc1nnn(C)n1	-7
O=C(NCC1Cc2cc(-c3ccsc3)cc(Cl)c2O1)[C@H]1C[C@@H]2C=C[C@H]1C2 (stereo partly drawn)	-6
CCCCN(C)S(=O)(=O)c1ccc(Cl)c(Cl)c1OC	1
O=C(Nc1ccc(C(F)(F)F)cc1)c1ccc(N2CCOCC2)cc1	1
Oc1cccnc1Nc1cccc(C(F)(F)F)c1	-1
Cc1cccc(NC(=O)C2CCCN2S(=O)(=O)c2ccc3c(c2)n(C)c(=O)c(=O)n3C)c1 (stereo not drawn)	-5
Cc1oc(-c2ccc(C(=O)NC(C)c3ccccc3)cc2)nc1CS(=O)(=O)c1ccccc1 (stereo not drawn)	-3
NS(=O)(=O)c1ccc(NC(=S)NC(=O)C2CCCCC2)cc1	5
Cn1c(SCC(=O)NCCO)nc2ccccc2c1=O	-5
CC1=NC(=O)CC(c2cccc(F)c2F)C1C(=O)OCC1CCCCC1 (stereo not drawn)	-8
COc1cc(Br)c(/C=C(\C#N)c2nc3ccccc3[nH]2)cc1OC	-8
CNC(=O)C1CCN(C(=O)N2CC(C)Oc3ccc(C)cc32)CC1 (stereo not drawn)	1
Later entries.
SMILES	RBX1-CUL1 inh
COc1cc(CNCC2CCNCC2)cc(Cl)c1OC	-6
O=C(COc1ccccc1Cl)Nc1ccc(OCc2cc(=O)n3ccsc3n2)cc1	0
COc1ccc(OCc2nc(C3CCN(C)CC3)cc(=O)[nH]2)cc1	-1
Cc1nc2ncc3c(=O)n(C4CCCC4)ccc3n2n1	6
Cc1ccc(NC(=O)C(=O)NCC(c2cccnc2)N2CCc3ccccc32)cc1Cl (stereo not drawn)	1
CCOc1ccc(CCNC(=O)CN(c2ccc(C)cc2)S(=O)(=O)N(C)C)cc1OCC	-20
COCCN1CCCC2(CCN(Cc3cc(C)c(C)o3)C2)C1 (stereo not drawn)	7
Cc1ccc(NC(=O)c2c(NC(=O)c3ccccc3Br)sc3c2CCCCC3)cc1	-9
O=C1OC(c2ccc(F)cc2)Sc2ccccc21 (stereo not drawn)	10
N#CC(C#N)C1(Cc2ccccc2)CCCCC1	5
COC(=O)C1CCCCN1C(=O)c1cn(C2CCCCC2)nn1 (stereo not drawn)	0
CC1CN(C)C(C)CC1OC(=O)C(c1ccccc1)c1ccccc1 (stereo not drawn)	1
Cc1c(C=C2C(=O)NC(=S)NC2=O)c2ccccc2n1CC(=O)NCc1ccco1	62*
Cc1ccc(C)c(NC(=O)CSc2nc3ccccc3nc2N2CCOCC2)c1	-8
Cc1ccc(C(=O)Nc2ccc(S(=O)(=O)N3CCN(C)CC3)cc2)cc1	-3
COc1ccc(OC)c(C2c3c(n[nH]c3-c3cccc4ccccc34)OC(=N)C2C#N)c1 (stereo not drawn)	7
CC(C)CCOc1ncnc2c1sc1nc3c(cc12)CSC(C)(C)C3	-1
CC(=O)Nc1ccc(C)cc1-c1nc2ccccc2n(CC(=O)Nc2cc(Cl)ccc2C)c1=O	-13
CC(C)NC(=O)c1cccc(NS(C)(=O)=O)c1	9
Cc1ccc(C2Oc3ccccc3C=C2[N+](=O)[O-])cc1 (stereo not drawn)	-1
CC(C)N1C(=O)S/C(=C/c2cc(Br)ccc2OCc2ccc(C(=O)O)cc2)C1=O	-5
COc1cc(-c2nc3cnccn3c2Nc2ccc(C(C)C)cc2)ccc1O	-7
CC1C(=NC(=O)c2cccc3c2-c2ccccc2C3=O)C(=O)N(c2ccccc2)N1C (stereo not drawn)	5
Fc1ccc(NCc2nc3ccccc3n2CCOc2ccccc2Cl)cc1	3&-1
COc1ccccc1CN1CCCC(CN(CCN(C)C)C(=O)c2ccc(F)cc2F)C1 (stereo not drawn)	9
Clc1ccccc1CC1CN(c2cnccn2)CCO1 (stereo not drawn)	4
CCCOc1cccc(C2C(C(=O)c3ccc(F)cc3)C(=O)C(=O)N2Cc2ccco2)c1 (stereo not drawn)	1
O=[N+]([O-])c1ccccc1N/N=C/c1cccc(Cl)c1	9
Cc1ccc(S(=O)(=O)Nc2ccc(O)c(C(C(=O)OC(C)C)C(=O)C(F)(F)F)c2)c(C)c1 (stereo not drawn)	-3
c1ccc(CCN2CCC(C3CCN(Cc4ccccn4)CC3)C2)cc1 (stereo not drawn)	-10
CC(C)(C)Cc1nnc(NC(=O)c2ccc(C(C)(C)C)cc2)s1	3
CCCn1cc(S(=O)(=O)c2ccc(OCC)cc2)c(=O)c2cc(C)ccc21	-5
Cc1ccccc1NS(=O)(=O)c1ccc(-c2ccc(-n3cnnn3)cc2)cc1	7
Cc1ccc(CCNC(=O)c2ccc(CS(=O)(=O)Cc3ccc(Cl)cc3)o2)cc1	-5
Cc1cccc(C)c1C(OCCO)c1c(C)cccc1C	7
CC1=Nc2nc(SCc3ccccc3Cl)nn2C(c2ccncc2)C1C(=O)Nc1ccccc1C (stereo not drawn)	6
N#Cc1cccc(C(=O)N2CCCC2c2ccc(C(=O)N3CCOCC3)s2)c1 (stereo not drawn)	-4
CCCCC(=O)Nc1ccc(NCc2cccc(OC)c2OC)cc1OC	-3
Cc1ccc(Cc2nnc(NC(=O)NCCc3cccnc3)s2)cc1	-5
CCC(=O)N1c2ccc(S(=O)(=O)N3CCCCCC3)cc2CC1C (stereo not drawn)	5
Cc1ccc(Cl)cc1N1CCN(c2ncnc3onc(C)c23)CC1	9
Cc1ccc(C(=O)OCC2OC(n3cc(C)c(=O)[nH]c3=O)C(OC(=O)c3ccc(C)cc3)C2OC(=O)c2ccc(C)cc2)cc1 (stereo not drawn)	-1
CCc1ccccc1NC(=O)c1cc(OC)cc(OC)c1	-4
O=C1CC(C(=O)NC2CCCCC2)Cc2nc(NC(=O)C3CCC3)sc21 (stereo not drawn)	3
C=CCn1nnc(NC(=O)c2ccc(C)c(C)c2)n1	8
CCOC(=O)c1cnc2c(C)cc(C)cc2c1NCCN1CCOCC1	6
CCCCN(C)CCCNC(=O)C1CCN(c2nc3ccc(CC)cc3s2)CC1	-12
O=c1[nH]c(=O)c2c(-c3ccccc3)ccnc2[nH]1	13
CCOc1ccc(CCNc2ncnc3onc(-c4ccc(F)cc4)c23)cc1OCC	3
COc1ccc(CC(=O)O)c(O)c1OC	3
(cont.)
SMILES	RBX1-CUL1 inh
COc1ccccc1N1CCN(C(=O)c2oc3ccccc3c2C)CC1	5
O=C(COc1ccc(F)cc1Cl)N1CCOCC1	-4
CCCN(CCC)CC(O)Cn1cc(/C=C/C(=O)c2ccc(C)cc2)c2ccccc21 (stereo not drawn)	1
COc1ccc(/C=C(/C#N)c2nc(-c3ccc(Br)cc3)cs2)cc1	5
Cc1ccc(C)c(CN2C(=O)c3ccccc3S(=O)(=O)c3ccc(C(=O)N4CCN(C)CC4)cc32)c1	8
CC(C)(C)c1ccc(C(=O)Nc2ccc(NC(=O)c3ccc(Cl)c(Cl)c3)cc2)cc1	1
CC1=CC2=NC(=O)C(C(=O)NCc3ccccc3Cl)C(=O)N2C=C1 (stereo not drawn)	-2
Cc1cccc(NC(=O)Cn2c(SCC(=O)NCc3ccccc3)nc3ccccc32)c1C	-4
Cc1cc(NCCO)ncc1[N+](=O)[O-]	7
CCCCc1ccc(NC(=O)Cc2ccc(Cl)cc2)cc1	0
CC1=C/C(=N\OC(=O)c2ccccc2Cl)CC(C)(C)C1	-9
Cc1cn2c(=O)cc(COc3cccc(NC(=O)c4ccc(C(C)(C)C)cc4)c3)nc2s1	-18
COC(=O)C1=C(C)N(C)C(=O)/C1=C\c1ccc(OCC(=O)Nc2ccc(C)cc2)cc1	-9
Cc1cccc(NC(=O)C2CCN(Cc3ccccc3)CC2)c1	10
Cc1nc(-c2ccc(Cl)cc2)sc1CCNC(=O)C(=O)Nc1ccc2c(c1)OCO2	-6
COc1ccc(NC(=O)c2sc3nc(C45CC6CC(CC(C6)C4)C5)ccc3c2N)cc1OC	6
COc1cccc(-c2cn3c(n2)sc2cc(C(=O)NCCc4ccccc4)ccc23)c1	3
CC#CCN1C(=O)NC(CCCc2ccccc2)(C2CCN(C(=O)/C=C/c3ccccn3)CC2)C1=O (stereo not drawn)	7
COc1ccccc1-c1ccnc(-n2ncc(C(=O)NCCc3cccs3)c2C2CC2)n1	-2
N#CC(C#N)=Cc1ccc(Oc2ccc([N+](=O)[O-])cn2)cc1	-4
CC(=O)c1c(-c2ccc(Cl)cc2)cc2ccc(C(=O)O)cn12	10
CC(=O)Nc1cccc(C(=O)/C=C/c2ccc(C)cc2)c1	6
CCN(CC)S(=O)(=O)c1ccc(NC(=O)C2CCCO2)cc1 (stereo not drawn)	0
O=C1CCC(CCC(=O)N2CCC(c3ccccc3F)C2)(Cc2cccc3ccccc23)N1 (stereo not drawn)	3
CSc1nnc(C)n2nc(C)cc12	0
Cc1ccccc1C(=O)Nc1c(C)cccc1C	10
Cc1ncc2c(c1CNC(=O)c1ccc3c(c1)OCO3)CCN(C(=O)c1cn3ccsc3n1)C2	0
CCN(CC)c1ccc(/C=C2\C(=O)NC(=S)N(c3ccc(C)cc3C)C2=O)c(OC)c1	-6

By substructure: those above with fluorine.
SMILES	RBX1-CUL1 inh
O=C(NCCCc1ccc(F)cc1)c1cc(CN2CCOCC2)on1	9
COc1ccc(CNC(=O)Cc2csc3nc(-c4ccc(F)cc4)cn23)cc1	1
CC(C)C(C(=O)O)N1C(=O)/C(=C/c2ccc(F)cc2)SC1=S (stereo not drawn)	15
Cc1cc2nn(-c3ccc(F)cc3)nc2cc1NC(=O)c1cccc2ccccc12	-9
COc1ccccc1NC(=S)NCCc1ccc(F)cc1	5
O=C(Cc1ccc(F)cc1)NCCc1csc2nc(-c3ccccc3F)nn12	-3
CCOC(=O)c1[nH]c(C)c(CCC(=O)Nc2cccc(C(F)(F)F)c2)c1C	-3
O=C(Nc1ccc(C(F)(F)F)cc1)c1ccc(N2CCOCC2)cc1	1
Oc1cccnc1Nc1cccc(C(F)(F)F)c1	-1
CC1=NC(=O)CC(c2cccc(F)c2F)C1C(=O)OCC1CCCCC1 (stereo not drawn)	-8
O=C1OC(c2ccc(F)cc2)Sc2ccccc21 (stereo not drawn)	10
Fc1ccc(NCc2nc3ccccc3n2CCOc2ccccc2Cl)cc1	3&-1
COc1ccccc1CN1CCCC(CN(CCN(C)C)C(=O)c2ccc(F)cc2F)C1 (stereo not drawn)	9
CCCOc1cccc(C2C(C(=O)c3ccc(F)cc3)C(=O)C(=O)N2Cc2ccco2)c1 (stereo not drawn)	1
Cc1ccc(S(=O)(=O)Nc2ccc(O)c(C(C(=O)OC(C)C)C(=O)C(F)(F)F)c2)c(C)c1 (stereo not drawn)	-3
CCOc1ccc(CCNc2ncnc3onc(-c4ccc(F)cc4)c23)cc1OCC	3
O=C(COc1ccc(F)cc1Cl)N1CCOCC1	-4
O=C1CCC(CCC(=O)N2CCC(c3ccccc3F)C2)(Cc2cccc3ccccc23)N1 (stereo not drawn)	3
